From PubChem
D1 antagonist – blocks dopamine activation of the human D1 receptor. P21728. HEK293 TREx D1 cells, calcium flux, dopamine EC80; active compounds read low. activity change, negative = inhibition, % at 10 µM. 3.2% of 360,000 active; in the data active = activity change below about -30%; note: % is set by controls: 0 for no effect and ±100 for the full control effect
Target sequence (P21728 whole entry, looked up): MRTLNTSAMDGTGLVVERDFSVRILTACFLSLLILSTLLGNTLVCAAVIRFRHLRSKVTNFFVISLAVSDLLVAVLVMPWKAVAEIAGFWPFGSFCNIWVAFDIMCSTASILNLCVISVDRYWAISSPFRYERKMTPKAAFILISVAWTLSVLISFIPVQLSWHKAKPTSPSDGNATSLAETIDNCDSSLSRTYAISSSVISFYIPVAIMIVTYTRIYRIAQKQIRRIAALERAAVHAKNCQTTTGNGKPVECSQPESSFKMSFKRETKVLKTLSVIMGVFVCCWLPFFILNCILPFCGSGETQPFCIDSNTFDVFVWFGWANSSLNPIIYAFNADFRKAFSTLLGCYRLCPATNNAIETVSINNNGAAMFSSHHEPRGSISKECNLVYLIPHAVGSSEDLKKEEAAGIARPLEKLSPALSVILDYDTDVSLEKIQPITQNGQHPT
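Tetracycline-induced HEK293 T-REx cells with force-coupled D1 receptor were loaded with a no-wash calcium dye. Compound was added after a 10 s baseline and read kinetically for 180 s; EC80 dopamine was then added and calcium flux followed another 180 s.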
D2 agonist – activates the human D2 dopamine receptor. AID 485358. activation, % at 2 µM. P14416. 0.53% of 340,000 active. HEK293 T-REx D2 cells, calcium flux agonist mode;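 active = activation over 3 SD above normal in the single-dose calcium agonist read, cut at about 30% in these data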; note: 0% is about no effect
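Agonism scored from kinetic calcium signal (1 read/sec, 180 s) following compound pin transfer, after a 10 s baseline. Cells: HEK293 Trex line expressing inducible D2 receptor coupled to calcium, dye-loaded after overnight culture at 30 C.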
TRHR agonist – activates the human TRH receptor | P34981 | TRHR cells, calcium flux fluo-8, FDSS agonist mode | activation, % at 2 µM | 0.18% of 360,000 active | AID 493084; note: 0% is about no effect
Target sequence (P34981 whole entry, looked up): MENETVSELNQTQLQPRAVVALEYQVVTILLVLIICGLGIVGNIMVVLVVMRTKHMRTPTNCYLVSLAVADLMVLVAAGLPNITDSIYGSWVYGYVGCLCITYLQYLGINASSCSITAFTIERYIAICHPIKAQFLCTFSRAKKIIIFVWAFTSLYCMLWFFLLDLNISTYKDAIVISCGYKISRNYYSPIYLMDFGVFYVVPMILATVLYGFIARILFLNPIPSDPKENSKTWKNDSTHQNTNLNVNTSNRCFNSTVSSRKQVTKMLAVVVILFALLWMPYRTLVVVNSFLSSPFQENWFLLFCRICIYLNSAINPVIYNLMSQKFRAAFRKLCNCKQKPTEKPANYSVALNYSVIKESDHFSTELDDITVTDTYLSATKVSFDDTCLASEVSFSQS
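TRHR-expressing cells, plated overnight in medium with 10% serum, were loaded with fluo-8 calcium dye at room temperature. After a 10 s baseline, library compound was pin-added and calcium release was recorded kinetically (ex 480/em 530) as agonist response.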
RXFP1 antagonist – blocks the human relaxin receptor RXFP1 | HEK293-RXFP1, relaxin-stimulated cAMP HTRF, 30 min; active compounds read low | activity change, negative = inhibition, % at 57.5 µM | 0.59% of 350,000 active | AID 1259400;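 active = activity change of -60% or lower, but not beyond a set lower limit; inconclusive = change between -60% and -40%, or beyond the set limit; inactive = change above -40%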; note: % is set by controls: 0 for no effect and ±100 for the full control effect
D2 antagonist – antagonists of human D2 dopamine receptor. AID 485344. HEK293 TREx D2 cells, calcium flux, dopamine EC80. 2% of 340,000 active. inhibition, % at 10 µM. P14416; in the data active = inhibition above about 30%; note: 0% is about no effect
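Tetracycline-induced HEK293 TREx cells expressing D2 receptor forced-coupled to calcium signalling, loaded with no-wash calcium dye. Compounds added and calcium flux read 180 s, then dopamine added at EC80 and read a further 180 s.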
D1 PAM – human D1 dopamine receptor positive modulation | P21728 | HEK293 TREx D1 cells, calcium flux, dopamine EC20 potentiation | potentiation, % at 10 µM | 0.036% of 360,000 active | AID 504651; in the data active = potentiation above about 30%; note: 0% is about no effect
D2 potentiator – positive allosteric modulators of human D2 dopamine receptor; potentiation, % at 10 µM; AID 485347; P14416; 0.34% of 340,000 active; HEK293 T-REx D2, calcium flux, EC20 dopamine potentiation;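 active = potentiation over 3 SD above the plate norm, cut at about 30% in these data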; note: 0% is about no effect
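Potentiation of an EC20 dopamine calcium response measured kinetically over 180 s, after a preceding 180 s compound-only read flagging agonists. Cells: inducible Hek293 Trex D2 line, 4000/well, cultured overnight at 30 C before dye loading.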
TRHR PAM – allosteric enhancers of human TRH receptor | P34981 | TRHR cells, fluo-8 calcium fluorescence, EC20 TRH enhancement | enhancement, % at 2 µM | 0.66% of 360,000 active | AID 493056; in the data active = enhancement above about 30%; note: 0% is about no effect
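TRHR-expressing cells loaded with fluo-8 calcium dye were read kinetically (ex 480/em 530) during compound addition, then stimulated with an EC20 of TRH (10 nM final). Enhancement of the Gq-mediated intracellular calcium response was scored.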
D1 agonist – activates the human D1 dopamine receptor | P21728 | HEK293 T-REx D1 cells, calcium flux, agonist mode | 1% of 360,000 active | AID 504660 | activation, % at 2 µM; note: 0% is about no effect
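Tetracycline-induced HEK293 TREx D1 cells, force-coupled to calcium signalling, were dye-loaded with a no-wash calcium kit. Compound was pin-added after a 10 s baseline. Fluorescence was read kinetically at 1 cycle/s for 180 s, with calcium rises flagged as agonism.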
* = called active by the depositor; ? = inconclusive; nt = not tested or not shown; & = joins results of further samples. Cut-off read from the data, not from the text of the source, unless noted: active = activation above about 30%; inactive = the rest.

item	canonical_smiles	D2 agonist	D2 antagonist	D1 antagonist	D1 PAM	TRHR PAM	TRHR agonist	D2 potentiator	D1 agonist	RXFP1 antagonist
1	O=C(CC1CC2CCC1C2)NCCc1ccc(Cl)cc1 (configuration not stated)	0.1	10	-1	-5	-7	-0.7	0	0	-11
2	Cc1cc2c(s1)c1cnn(Cc3cc(F)ccc3C)c(=O)c1n2C	nt	nt	23	6	-4	0.1	nt	2	nt
3	COc1ccc(C2=NS(=O)(=O)N(C)C(C(=O)NCc3ccc4c(c3)OCO4)=C2)cc1	-0.6	13	-14	0	-1	-0.6	-17	3	-6
4	Cc1ccc(S(=O)(=O)N(Cc2nc(-c3cccc(C)c3)no2)C2CCCCC2)cc1	3.3	nt	6	-2	4	2.1	1	9	2
5	Cc1ccc(S(=O)(=O)Nc2c(C)nc3nc[nH]n3c2=O)c(C)c1	0.3	5	7	-4	-1	0.6	1	2	11
6	Cn1c(SCCN2CCCCC2)nnc1-c1ccccc1Br	0.6	-16	-14	-5	-6	2.1	nt	4	0
7	COc1ccc(N2C(=O)CCC(C(=O)NCc3ccccn3)C2c2ccc(F)cc2)cc1 (configuration not stated)	1.5	-23	3	-4	4	0.5	0	0	-3
8	COC(=O)c1sc(N)c(C(=O)OC)c1CSc1nc2sc3c(c2c(=O)n1C)CCC3	-0.5	-3	6	-1	0	0.2	-6	-4	-2
9	COc1ccc(OC)c(C(=O)c2coc3ccc(OC)cc23)c1	0.1	-12	-6	1	6	-0.2	6	0	-3
10	CCOc1ccccc1CNC(=O)C1CCN(Cc2cc3ccccc3n2Cc2ccccc2)CC1	0.3	nt	10	3	1	0.6	3	9	-8
11	CCC(=O)Nc1ccccc1-c1nc2ccccc2n(C(C)C(=O)Nc2cccc(Cl)c2C)c1=O (configuration not stated)	0.4	nt	-4	4	13	-0.3	-1	1	-29
12	Oc1cccc2c(NC(=S)Nc3ccc(SC(F)F)cc3)cccc12	1.0	-9	3	5	6	-0.2	2	0	7
13	O=C(NCCOc1ccc(F)cc1)C1CCC(=O)N(CCCN2CCCC2=O)C1 (configuration not stated)	0.6	-1	-4	-7	4	0.4	-4	1	6
14	COc1cc(/C=C/C(=O)Nc2nnc(CC(C)(C)C)s2)cc(OC)c1OC	0.8	-8	-5	-4	-1	0.8	-7	2	-9
15	N#Cc1ccccc1OCC(=O)OCC(=O)c1c[nH]c2ccccc12	0.3	-24	-10	3	15	0.1	-5	5	5
16	N#Cc1c(NC(=O)C2CC(c3c(F)cccc3Cl)=NO2)sc2c1CCC2 (configuration not stated)	-1.3	-10	-7	-1	-4	0.7	-5	6	-9
17	CCN(CC)S(=O)(=O)c1ccc(N2CCOCC2)c(NC(=O)C2CSC3(C)CCC(=O)N23)c1 (configuration not stated)	0.4	-5	-11	1	-2	-0.2	-6	5	0
18	Cc1cccc(NS(=O)(=O)c2ccc(NS(=O)(=O)c3cccs3)cc2)c1	-0.3	27	-4	-1	-4	0.2	-10	4	20
19	COc1ccc(NS(=O)(=O)c2ccc(NC(=O)c3ccccc3Br)cc2)nn1	0.3	-11	-8	-4	7	0.5	7	2	3
20	COC(=O)c1cc(C(=O)Nc2nnc(CC(C)C)s2)cc([N+](=O)[O-])c1	-0.8	-1	2	0	0	0.3	7	1	-7
21	CCOC(=O)c1c(-c2ccc(C)o2)csc1N	0.6	6	1	-9	11	-0.3	0	3	-13
22	N#C/C(=C\c1ccc[nH]1)Sc1nc2ccccc2s1	-0.7	-13	-16	-10	1	-0.9	17	3	-2
23	COc1cccc2cc(C(=O)NCc3ccc(C)cc3)c(=N)oc12	0.3	-8	8	0	2	0.0	8	2	6
24	Cn1cccc1Cc1nnc(SCC(=O)Nc2ccc(F)cc2)n1-c1ccc(F)cc1	-0.1	-8	-3	2	8	0.2	-9	1	-8
25	O=C(CCC(=O)NNC(=O)Nc1ccc(Cl)cc1)NCc1ccccc1	0.4	2	14	-2	2	0.0	6	3	-28
26	CC(C)(C)NC(=O)Cn1nc(C(F)(F)F)c2c1CCCC2	0.3	7	-21	6	20	0.1	3	2	-4
27	Cc1csc(NC(=O)c2nc3nccc(C)n3n2)n1	-0.6	-5	5	-1	7	-0.3	0	3	10
28	CCc1ccccc1NC(=O)C(NS(=O)(=O)c1ccc2c(c1)CCC(=O)N2)c1ccccc1 (configuration not stated)	-0.6	nt	4	-3	3	-0.3	nt	1	nt
29	CCn1c(SCC(=O)Nc2ccc3c(c2)OCCO3)nnc1C(C)C	-0.1	-9	-4	-1	20	-0.5	3	-3	-3
30	COc1cccc(NC(=O)c2nc3nc(C)cc(C(F)F)n3n2)c1	-1.6	-6	6	0	2	-0.1	6	-1	-7

Arranged by the number under TRHR agonist (highest first): some entries from above.
entry	smiles	D2 antagonist	D1 antagonist	D1 PAM	TRHR PAM	TRHR agonist	D2 potentiator	D1 agonist	RXFP1 antagonist
5	Cc1ccc(S(=O)(=O)Nc2c(C)nc3nc[nH]n3c2=O)c(C)c1	5	7	-4	-1	0.6	1	2	11
15	N#Cc1ccccc1OCC(=O)OCC(=O)c1c[nH]c2ccccc12	-24	-10	3	15	0.1	-5	5	5
27	Cc1csc(NC(=O)c2nc3nccc(C)n3n2)n1	-5	5	-1	7	-0.3	0	3	10

One compound at a time, from the list above. Order of values: D2 agonist, D2 antagonist, D1 antagonist, D1 PAM, TRHR PAM, TRHR agonist, D2 potentiator, D1 agonist, RXFP1 antagonist
COc1ccc(NS(=O)(=O)c2ccc(NC(=O)c3ccccc3Br)cc2)nn1 as listed: 0.3, -11, -8, -4, 7, 0.5, 7, 2, 3
N#Cc1ccccc1OCC(=O)OCC(=O)c1c[nH]c2ccccc12 as listed: 0.3, -24, -10, 3, 15, 0.1, -5, 5, 5
Cc1ccc(S(=O)(=O)N(Cc2nc(-c3cccc(C)c3)no2)C2CCCCC2)cc1 as listed: 3.3, nt, 6, -2, 4, 2.1, 1, 9, 2

Single values from the results shown:
Under TRHR agonist, compound 21 is listed with -0.3
Under D1 agonist, compound 10 is listed with 9
Under D2 agonist, compound 25 is listed with 0.4

Back to the main list; the 3 compounds before the break are reprinted first.
item	canonical_smiles	D2 agonist	D2 antagonist	D1 antagonist	D1 PAM	TRHR PAM	TRHR agonist	D2 potentiator	D1 agonist	RXFP1 antagonist
28	CCc1ccccc1NC(=O)C(NS(=O)(=O)c1ccc2c(c1)CCC(=O)N2)c1ccccc1 (configuration not stated)	-0.6	nt	4	-3	3	-0.3	nt	1	nt
29	CCn1c(SCC(=O)Nc2ccc3c(c2)OCCO3)nnc1C(C)C	-0.1	-9	-4	-1	20	-0.5	3	-3	-3
30	COc1cccc(NC(=O)c2nc3nc(C)cc(C(F)F)n3n2)c1	-1.6	-6	6	0	2	-0.1	6	-1	-7
31	COCCOC(=O)c1c(C)nc(SCC(=O)Nc2cccc3ccccc23)c(C#N)c1-c1ccco1	nt	nt	nt	-1	-2	-0.1	nt	1	5
32	COc1cc(-c2nc3ccccn3c2N)ccc1O	0.0	-3	-12	-9	-3	0.0	0	-1	4
33	c1ccc(N(c2ccccc2)c2nc(N3CCOCC3)nc(N3CCOCC3)n2)cc1	1.5	-4	-1	-2	1	0.8	2	3	nt
34	Cc1cc2c(cc1S(=O)(=O)N(C)c1ccccc1)n(C)c(=O)n2C	0.8	8	-3	-2	0	-0.3	10	5	9
35	Cc1cc(C(=O)COC(=O)c2cc(O)c3ccccc3c2O)c(C)n1CC1CCCO1 (configuration not stated)	1.5	8	-12	-7	47*	1.1	-3	4	-5
36	CC(=O)N1CCN=C1SCc1cccc(C)c1	0.2	1	8	0	4	0.5	2	4	13
37	O=C(Cn1c(=O)[nH]c2ccccc2c1=O)Nc1cccnc1	1.1	-2	-3	-1	8	0.3	2	0	3
38	Cc1cc(N2CCN(C)CC2)nc2ccc(NC(=O)CCC(=O)N3CCN(c4ccc([N+](=O)[O-])cc4)CC3)cc12	-2.2	-20	-26	-4	4	-1.8	15	-3	5
39	O=C(NCCN1CCOCC1)c1ccc(/C=C2\Sc3ccccc3N(Cc3ccccc3F)C2=O)cc1	-0.2	-7	-12	0	2	0.3	-3	8	-12
40	COC(=O)Cc1cc(=O)n2[nH]c(C(F)(F)F)nc2n1	0.0	-2	4	5	-6	-0.6	-16	7	-19
41	COc1ccc(CNCCC(c2ccccc2)c2ccc3c(c2)OCO3)cc1 (configuration not stated)	3.5&-0.6	10	-16&-29	3&2	-1&7	2.5&-0.7	-33&4	133*	?
42	O=C1N(Cc2ccccc2)c2ccc(Cl)cc2C1(O)c1c[nH]c2ccccc12 (configuration not stated)	0.5	nt	-8	-3	-1	1.5	7	1	nt
43	Cc1ccccc1CN1C(=O)C2(OCCCO2)c2ccccc21	0.1	-10	2	-4	-5	-0.3	-2	3	-23
44	Cc1csc(NC(=O)CSc2nc(=O)[nH]c3c2CCCC3)n1	-0.2	20	11	-3	66*	0.2	-5	6	-1
45	Cc1ccccc1-c1nnc(Cc2ccccc2)o1	-0.5	11	-1	-1	-9	0.0	0	-1	3
46	O=C1CC(c2ccc(Cl)cc2)n2nc(N3C(=O)c4ccccc4C3=O)nc2N1 (configuration not stated)	0.9	13	-5	1	10	-2.0	nt	24	-14
47	Oc1ccc(CN2CCN(c3ccccc3)CC2)c2cccnc12	12	3	-16	-1	6	-0.3	-20	0	3
48	COC(=O)COc1cccc2c(=O)n(CC(=O)N3CCC(C)CC3)ccc12	0.3	4	0	-6	-1	0.2	-3	0	0
49	Cc1ccc(OCC(=O)N/N=C2/SCC(=O)N2Cc2ccco2)cc1	-0.8	13	-1	4	3	-0.7	-2	0	4
50	COC(=O)Nc1nnc(Cc2ccccc2)s1	-0.8	-9	1	4	4	0.6	7	1	20
51	Cc1ccc(S(=O)(=O)N(CC(=O)Nc2cccnc2)c2cccc([N+](=O)[O-])c2)cc1	-0.9	50*	-11	-9	-2	-0.7	-23	2	-4
52	C=CCN1C(c2ccccc2)=CS/C1=C(/C#N)c1nnc(N2CCOCC2)n1-c1ccccc1	-0.5	1	-10	7	3	0.0	12	1	1
53	CCCCSc1nnc2c(n1)OC(c1ccc(C)s1)Nc1ccccc1-2 (configuration not stated)	-1.0	nt	-2	-4	-12	-0.7	-2	-1	-6
54	O=c1[nH]c(/C=C/c2ccc(OC(F)F)cc2)nc2c1cnn2-c1ccccc1	1.0	-2	7	-10	7	0.4	-7	2	-15
55	Cn1nc(-c2ccccc2)c(C(O)c2ccc(Cl)cc2)c1Cl (configuration not stated)	-0.1	22	14	-4	-1	0.1	-3	2	-3
56	COc1cc(C(=O)Nc2ccc3nc4n(c(=O)c3c2)CCCC4)ccc1Br	0.1	-23	-9	-3	2	0.3	2	0	-5
57	O=C(CCc1c[nH]c2ccccc12)NCc1ccc2c(c1)OCO2	-1.3	-10	-13	-4	0	-0.3	14	2	-10
